PfGluPho inh – PfG6PD (Plasmodium falciparum) enzyme inhibition | PfGluPho enzyme, NADPH resazurin-diaphorase fluorescence | inhibition, % at 20 µM | 0.78% of 350,000 active | AID 504690;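 active means inhibition reaching at least a set limit at 20 µM in the primary screen, cut at about 59% in these data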;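 further: 0% = DMSO wells with substrate and 100% = DMSO wells lacking glucose-6-phosphate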
SENP6 block – inhibitors of human SENP6 protease | 1.8% of 330,000 active | Recombinant SENP6 catalytic domain, aminoluciferin luminescence | inhibition, % at 10 µM | Q9GZR1;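 active means inhibition above about 50% at the single tested dose, limit read from the data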;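 further: plate controls were DMSO wells with enzyme for no effect and DMSO wells lacking enzyme for full effect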
HKDC1 inh – blocks human hexokinase HKDC1 activity | Q2TB90 | inhibition, % at 20 µM | recombinant HKDC1, G6PDH/diaphorase resazurin coupled fluorescence | 0.16% of 340,000 active;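 active means inhibition above about 35% when tested at 20 µM, limit read from the data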;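 further: plate controls were DMSO wells with enzyme for no effect and DMSO wells lacking enzyme for full effect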
Target sequence (Q2TB90 whole entry, looked up): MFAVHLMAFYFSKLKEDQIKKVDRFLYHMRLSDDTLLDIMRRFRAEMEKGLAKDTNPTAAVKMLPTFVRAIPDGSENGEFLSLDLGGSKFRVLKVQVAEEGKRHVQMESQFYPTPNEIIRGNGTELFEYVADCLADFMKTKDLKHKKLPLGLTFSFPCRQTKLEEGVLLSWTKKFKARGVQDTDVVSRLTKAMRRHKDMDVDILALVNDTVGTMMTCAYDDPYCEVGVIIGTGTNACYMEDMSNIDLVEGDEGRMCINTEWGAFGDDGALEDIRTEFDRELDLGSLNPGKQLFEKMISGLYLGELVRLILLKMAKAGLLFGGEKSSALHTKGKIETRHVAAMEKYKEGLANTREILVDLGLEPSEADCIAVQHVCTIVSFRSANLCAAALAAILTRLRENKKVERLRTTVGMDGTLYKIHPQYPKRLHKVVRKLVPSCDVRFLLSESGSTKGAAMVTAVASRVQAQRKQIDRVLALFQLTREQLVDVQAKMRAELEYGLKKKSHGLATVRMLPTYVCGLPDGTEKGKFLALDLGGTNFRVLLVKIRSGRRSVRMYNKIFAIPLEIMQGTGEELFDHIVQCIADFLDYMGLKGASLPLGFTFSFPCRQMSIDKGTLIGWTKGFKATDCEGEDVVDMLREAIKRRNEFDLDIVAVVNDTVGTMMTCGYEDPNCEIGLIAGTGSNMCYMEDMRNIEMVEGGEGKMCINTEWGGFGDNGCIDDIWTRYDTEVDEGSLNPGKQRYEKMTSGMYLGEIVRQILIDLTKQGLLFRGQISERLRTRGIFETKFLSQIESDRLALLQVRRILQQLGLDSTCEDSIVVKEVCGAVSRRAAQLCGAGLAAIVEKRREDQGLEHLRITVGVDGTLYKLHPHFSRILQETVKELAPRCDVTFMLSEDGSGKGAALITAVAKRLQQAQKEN
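System: Recombinant HKDC1 hexokinase | Amount: HKDC1 at 5 µg/mL | Reagent: Glucose with 1 mM ATP | Doses: Single 20 µM dose | Incubation: Reaction time 90 min, room temperature, protected from light | Signal: Coupled resazurin fluorescence, excitation 525 nm, emission 613 nm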
SENP8 block-1 – inhibitors of human SENP8 protease. AID 602440. inhibition, % at 20 µM. recombinant SENP8, Nedd8 substrate fluorescence. Q96LD8. 0.64% of 360,000 active; in the data active means inhibition mostly above about 40%, no sharp cut-off; inactive means mostly below about 27%
SENP1 FRET inh – inhibitors of human SENP1 SUMO protease catalytic domain. AID 624204. Q9P0U3. inhibition, % at 10 µM. recombinant SENP1 catalytic domain, CyPet-SUMO1-YPet FRET cleavage. 0.21% of 360,000 active;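 active means inhibition at least 30% at 10 µM, raw YFP signal under a set limit, fluorescence ratio 0.5 to 1.5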;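 further: 0% = enzyme with DMSO and 100% = no enzyme wells; some results filed as inactive read as strong as hits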
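Test system: hSENP1 catalytic domain, recombinant; Amount: 20 pM final SENP1 enzyme; Medium: Tris pH 8 buffer plus EDTA, NaCl, BME, BSA, NP40, catalase; Schedule: 50 min enzyme reaction, room temperature, light-protected; Technique: FRET fluorescence in CFP and YFP emission channels; Controls: no-enzyme wells low, DMSO-plus-enzyme wells high control.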
beta cell repl – induces beta-cell replication in MIN6 cells; proliferation, % at 10 µM; 0.29% of 330,000 active; MIN6 cells proliferation, ATPlite luminescence, 48 h; cells starved in 0.2% serum; 100% = growth in 10% serum;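 active means compounds whose signal lies at least 3.5 SD above the mean of all wells on their plate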;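 further: 0% = DMSO-treated cells in low-serum medium and 100% = 10% serum control; some compounds called inactive have numbers as strong as hits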
SENP7 block – inhibitors of human SENP7 protease. recombinant SENP7, Z-RLRGG-aminoluciferin luminescence, 40 min. inhibition, % at 5 µM. 1.5% of 330,000 active;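 active means inhibition above about 50% at the single test dose, limit read from the data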;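 further: plate controls were DMSO with enzyme for no effect and no enzyme buffer wells for full effect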
UBC13 polyUb – inhibitors of human UBC13 polyubiquitin chain formation; P61088; TR-FRET; inhibition, % at 20 µM; 0.47% of 330,000 active; in the data active means inhibition above about 45%, passing the limit was not always enough
Target sequence (P61088 whole entry, looked up): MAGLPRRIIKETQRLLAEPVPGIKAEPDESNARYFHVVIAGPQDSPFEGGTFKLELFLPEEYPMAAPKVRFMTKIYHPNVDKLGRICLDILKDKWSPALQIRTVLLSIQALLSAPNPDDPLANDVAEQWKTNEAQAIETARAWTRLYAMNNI
SENP8 block-2 – SENP8 protease inhibition. AID 2540. 1.2% of 330,000 active. inhibition, % at 10 µM. Q96LD8. purified SENP8, Z-RLRGG-aminoluciferin cleavage, luminescence; in the data active means inhibition above about 50%
An asterisk follows results filed as active; / = not tested or not shown; & = joins results of further samples. Not a hit list; 4% or so of the library scored in one or more.

SMILES	PfGluPho inh	SENP6 block	HKDC1 inh	SENP8 block-1	SENP1 FRET inh	beta cell repl	SENP7 block	UBC13 polyUb	SENP8 block-2
CCCCc1cc2c(s1)CCCC/C2=N/O	3	-5	2	13	2	2	3	22	-5
NC(=O)CSc1nc2cccnc2n1-c1ccc(F)cc1	6	12	4	-31	-2	-2	5	-9	7
COc1cccc(CNC(=O)C(C(=O)NCc2cccc(OC)c2)c2ncc(C(F)(F)F)cc2Cl)c1	-20	-5	-6	9	-1	-4	8	3	-2
COC(=O)c1c(NC(=O)CN2C(=O)NC3(CCCCC3C)C2=O)sc2c1CCC2 (stereo not drawn)	19	17	5	-67	-1	-3	-1	-2	-6
Cc1cccc(N2CCN(C(=O)N3CCCCC3)CC2)c1C	-14	-24	-2	7	1	2	-6	-12	-1
CCN(CC)C(=O)C(C)N(C#N)c1nc(Cl)nc(N(C)C)n1 (stereo not drawn)	-9	-18	-2	5	0	-6	2	8	-1
CCOC(=O)c1c(C)[nH]c(C(=O)OCc2c(C)noc2C)c1C	3	-15	-2	8	-1	0	-1	7	2
CCNC(=S)/N=C(/Nc1ccc(OC)cc1)Nc1nc(C)cc(C)n1	35	0	-7	26	-2	-3	-3	-4	4
CCN(C(=O)N(CC)c1ccccc1)c1ccccc1	8	2	-7	6	0	-3	2	5	3
CC(C)(C)NC(=O)CSc1nc(-c2ccccc2)cc(=O)[nH]1	-14	6	-3	12	3	0	1	-8	1
CCOC(=O)c1ccc(CC(=O)c2ccc(O)cc2O)o1	0	-24	3	-31	-9	2	4	-11	3
O=C(NC1CCCCC1)N(C1=NCCCCC1)c1ccc(Br)cc1	-17	-3	15	13	0	0	3	2	-5
CC(CCc1ccco1)N(C)S(=O)(=O)c1csc(C(N)=O)c1 (stereo not drawn)	0	3	-6	15	1	1	5	0	0
CC1CCC(NC(=O)c2nn(C)c3c2CS(=O)(=O)c2ccccc2-3)CC1 (stereo not drawn)	4	-11	1	6	2	3	-5	-1	-5
CC(O)C(O)C(O)C(O)/C=N/NC(=O)c1ccccc1 (stereo not drawn)	7	-7	-14	10	0	-4	1	3	3
COc1ccc(NC(=S)NCCCN2CCCC2)cc1Cl	40	-6	-4	28	-4	-1	10	2	-4
O=C(CNC(=O)Cc1ccc(Cl)cc1)NCC(=O)N1CCCCC1	12	-3	-3	4	0	8	-2	3	-4
O=S1(=O)c2c(F)cccc2OC(COCc2ccccc2)CN1C1CCCC1 (stereo not drawn)	25	/	3	5	-2	/	/	/	/
CS(=O)(=O)N(Cc1ccc(Cl)cc1)c1ccc(C(=O)NCCSc2ccccn2)cc1	-9	-3	-3	14	2	0	-11	15	-5
O=C(NC1CC(=O)N(c2ccccc2)C1)C(=O)c1c[nH]c2ccccc12 (stereo not drawn)	-4	-15	-2	9	1	0	-11	-5	1
C=CCOc1ccc(/C=N/N2C(=O)C(CC(=O)Nc3ccc(F)cc3F)SC2=NC)cc1 (stereo not drawn)	3	-20	-10	27	2	-5	-3	4	-13
COc1ccc(C2CC(C(F)(F)F)n3nc(C(=O)O)cc3N2)cc1 (stereo not drawn)	-10	-12	-3	5	4	1	6	-8	1
COc1ccc(Cl)cc1NC(=O)c1sc2nc(C)nc(N3CCOCC3)c2c1C	-6	-5	0	-58	-3	-1	2	40	-2
CCOc1ccc(C(=O)NCC(=O)OCc2ccc(F)cc2Cl)cc1	3	-7	-6	6	1	-5	6	-7	0
Cc1cccc(-c2noc(CCCC(=O)Nc3ccc(C(N)=O)cc3)n2)c1	8	6	-11	15	2	3	0	3	-9

(further entries)
SMILES	PfGluPho inh	SENP6 block	HKDC1 inh	SENP8 block-1	SENP1 FRET inh	beta cell repl	SENP7 block	UBC13 polyUb	SENP8 block-2
CC(C)(C)c1ccc(/C=C(\c2nc3ccccc3[nH]2)S(=O)(=O)c2ccccc2)cc1	16	6	2	4	-1	-6	-5	4	-1
CCN1/C(=C/C(C)=C/c2sc3ccccc3[n+]2CC)Sc2ccccc21	41	11	-2	35&34	-32&-16	-5	-1	-251	18
CCOC(=O)c1[nH]c2ccc(Br)cc2c1NC(=O)CCN1CCOCC1	19	-19	0	-58	2	-1	0	-8	-4
Cc1ccccc1S(=O)Cc1ccc(C(=O)NC2CCN(Cc3ccccc3)CC2)o1 (stereo not drawn)	18	-15	0	9	0	2	-4	10	-8
CCC(=O)Nc1ccc2c(c1)nc(CCN1CCC(C)CC1)n2C	-7	-8	-1	7	2	-1	-1	2	4
CCN(c1ccccc1)S(=O)(=O)c1cc(CN2C(=O)c3cccnc3C2=O)ccc1OC	2	-1	-3	21	1	-1	-2	-5	-9
Cc1c(C(=O)c2ccccc2C(=O)O)sc2ccccc12	-9	3	-2	22	1	-2	-7	-16	-6
CC1C(=O)Nc2ccccc2N1C(=O)C1CC1 (stereo not drawn)	12	7	-10	38	0	1	4	9	5
CSc1ccc(OCC(=O)Nc2ccc(N3CCOCC3)c(Cl)c2)cc1	11	-5	1	5	2	-1	-1	-5	-5
COC(=O)c1cc(Cl)c(NC(=O)/C=C/c2ccc(OC)cc2)cc1OC	6	-4	-8	-360	-1	0	-5	-4	-14
O=C(CC(=O)N/N=C/c1ccccc1O)NCc1cccnc1	-28	-20	-17	-123	-29	-2	-2	0	-13
c1cncc(Oc2cccc(Oc3cccnc3)c2)c1	-11	-3	-8	22	1	0	-11	-6	-9
FC(F)(F)c1cccc(Cc2noc(CN3CCC(c4ccncc4)CC3)n2)c1	5	-18	-1	4	0	-3	7	1	5
O=C(/C=C/N1CCOCC1)c1cc2ccccc2o1	4	-5	-4	-8	25	-2	1	-2	-3
CNC(=S)NCCCc1ccccc1	5	-32	-7	20	3	-1	9	14	-2
Cc1ccc(C(=O)N/C(=C/c2ccc(-c3cccc([N+](=O)[O-])c3)o2)C(=O)NC(C)(C)C)cc1	1	-5	4	27	1	-2	7	-6	-5
O=C(Nc1cccc(C(F)(F)F)c1)Oc1ccccc1N1CCOCC1	-1	8	5	14	2	-3	15	0	1
O=C(/C=C/c1ccc2c(c1)OCO2)Nc1c(C(=O)O)[nH]c2ccccc12	5	-11	-4	10	1	0	3	-3	5
CCc1nc(NCCO)c(C#N)c2c1CCCC2	3	-20	-1	-421	1	-2	0	12	5
CCOC(=O)CNc1nc(-c2ccncc2)nc2ccccc12	9	-9	-3	-55	1	-2	-4	2	3
CCn1cc(C(=O)O)c(=O)c2cc(F)c(N3CCN(C(=S)NC(=O)c4c(OC)cccc4OC)CC3)cc21	10	-32	-5	-322	0	-1	0	12	2
COc1cccc(-n2c(C)c(C(C)=O)c(C(C)=O)c2C)c1	1	4	1	7	3	-3	-3	1	5
CSc1ccc(S(=O)(=O)NCC(=O)OCC(=O)N(Cc2ccccc2)C(C)C)cc1[N+](=O)[O-]	-14	-20	5	0	-1	-6	12	-2	-11
Cc1cc(C(F)F)n2ncc(C(=O)O)c2n1	10	-25	-12	8	0	-3	-10	-4	-10
Cc1ccc(/C(N)=N/OC(=O)c2ccco2)cc1	17	73*	1	13	1	-2	95*	3	89*

Shown in markdown: entries from further up.
| SMILES | PfGluPho inh | SENP6 block | HKDC1 inh | SENP8 block-1 | SENP1 FRET inh | beta cell repl | SENP7 block | UBC13 polyUb | SENP8 block-2 |
| --- | --- | --- | --- | --- | --- | --- | --- | --- | --- |
| O=C(CC(=O)N/N=C/c1ccccc1O)NCc1cccnc1 | -28 | -20 | -17 | -123 | -29 | -2 | -2 | 0 | -13 |
| Cc1cc(C(F)F)n2ncc(C(=O)O)c2n1 | 10 | -25 | -12 | 8 | 0 | -3 | -10 | -4 | -10 |
| COC(=O)c1cc(Cl)c(NC(=O)/C=C/c2ccc(OC)cc2)cc1OC | 6 | -4 | -8 | -360 | -1 | 0 | -5 | -4 | -14 |
| O=C(/C=C/c1ccc2c(c1)OCO2)Nc1c(C(=O)O)[nH]c2ccccc12 | 5 | -11 | -4 | 10 | 1 | 0 | 3 | -3 | 5 |
| CCN1/C(=C/C(C)=C/c2sc3ccccc3[n+]2CC)Sc2ccccc21 | 41 | 11 | -2 | 35&34 | -32&-16 | -5 | -1 | -251 | 18 |

Continuation.
SMILES	PfGluPho inh	SENP6 block	HKDC1 inh	SENP8 block-1	SENP1 FRET inh	beta cell repl	SENP7 block	UBC13 polyUb	SENP8 block-2
O=C(Oc1ccc2c3c(c(=O)oc2c1)CCC3)c1ccco1	-12	-13	-1	-268	-94	-1	-17	24	-3
COc1ccc(/C(N)=N/OC(=O)Cc2ccccc2[N+](=O)[O-])cc1	2	-35	-3	1	3	-3	2	-10	-11
O=C(NCc1ccco1)c1ccc(C(=O)NCc2ccco2)s1	5	-14	-3	-3	-1	-2	2	7	2
O=C(NN=Cc1ccccc1OC(F)F)c1cccc(S(=O)(=O)N2CCCC2)c1	24	11	-3	12	2	-1	2	-11	7
COc1cc(NC(=O)c2cccc(C)c2)ccc1NC(=O)c1cc2ccccc2o1	7	-1	-7	-54	-34	-3	5	-1	4
O=C(O)CSc1nnc(COc2ccc([N+](=O)[O-])cc2)n1-c1ccccc1	-16	2	-3	8	1	-1	7	-10	-5
CCn1c(SCC(=O)NC(=O)NC(C)(C)C)nc2ccccc21	1	1	-2	2	0	0	-6	3	2
COCCCNC(=O)[C@H](Cc1c[nH]c2ccccc12)NC(=O)OCc1ccccc1	4	-8	-1	8	3	-3	-2	-4	-4
N=c1c(S(=O)(=O)c2ccccc2)cc2c(=O)n3ccccc3nc2n1CC1CCCO1 (stereo not drawn)	-36	-17	-1	-497	-22	-1	-8	-8	-11
O=S1(=O)CCC(NS(=O)(=O)c2cccc3cccnc23)C1 (stereo not drawn)	-4	19	-2	21	-2	-3	2	3	5
O=C(NCC1CCCO1)c1ccc2c(=O)n(CCc3ccccc3)c(=O)[nH]c2c1 (stereo not drawn)	12	2	-1	-128	-1	-1	-1	9	2
CC1=C(C(=O)OCc2ccccc2)C(c2cccc3ccccc23)NC(=O)N1CCCC(=O)O (stereo not drawn)	-23	-5	7	5	-1	3	-8	-10	-4
Cc1snc(S(=O)(=O)/C(C#N)=N/Nc2cccc(C(F)(F)F)c2)c1C#N	-43	-11	4	21	-4	-1	-1	-8	-3
COc1cc(NC(=O)Cc2ccccc2)ccc1NC(=O)c1ccco1	1	14	2	8	2	5	2	6	5
Cc1noc(C)c1NC(=O)Nc1ccc2c(c1)C(=O)N([C@H](C)CO)C[C@H](C)[C@@H](CN(C)S(=O)(=O)c1cccs1)O2	-4	-9	-7	1	2	0	-8	-12	-19
CCOc1ccccc1NC(=O)COC(=O)c1cc(C(=O)OC)cc([N+](=O)[O-])c1	-14	-2	-6	16	4	0	2	11	-3
Cc1ccc(NC(=O)c2ncn(CCCN(CCCn3cnc(C(=O)Nc4ccc(C)c(C)c4)n3)Cc3ccc4[nH]ccc4c3)n2)cc1C	14	/	1	-5	2	/	/	/	/
Nc1cc(N)nc(SCC(=O)Nc2cccc(S(=O)(=O)N3CCCCC3)c2)n1	0	-20	5	1	-3	6	2	5	-5
Cc1nn(Cc2ccc(F)cc2)c(Cl)c1/C=N/NC(=O)c1cccnc1	-4	5	-10	23	2	-4	6	6	2
COc1ccc(-c2cc(C(=O)N3CCN(S(=O)(=O)c4ccc(C)cc4)CC3)[nH]n2)cc1	-11	-11	-1	6	2	1	-16	4	-15
CC(C)C(=O)Nc1cccc(NC(=O)c2cccc(Br)c2)c1	23	9	-5	18	1	2	9	2	0
Cc1ccc(OCCOC(=O)c2sc(=S)n(C)c2C)cc1	-14	-3	16	11	0	-3	9	0	-3
Cc1cc(OCCCN2CCCC2)ccc1Cl	6	-5	-1	20	-1	-2	-9	5	-7

Bioassay records deposited in PubChem BioAssay by Sanford-Burnham Center for Chemical Genomics.
